Yeast superoxide – yeast age-related superoxide inhibition as caloric restriction mimetic | S. cerevisiae aged cells, superoxide DHE fluorescence; hits give low values | AID 2690 | superoxide response (% of plate mean), % at 10 µM | hit rate 0.18% among 330,000;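 active = superoxide response under a set limit, about three screen SD below normal, cut at about 65% in these data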;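 also: yeast aged for seven days with compound at 30 °C before DHE staining; 100% = average MFI of all compound-treated wells on the plate with controls excluded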
ZTA counter – counter-screen for EBNA-1 inhibitors: inhibitors of Epstein-Barr virus ZTA | P03206 | ZTA-DNA binding, fluorescence polarization | inhibition, % at 11 µM | hit rate 0.15% among 320,000; in the data active = inhibition above about 33%
Target sequence (P03206 whole entry, looked up): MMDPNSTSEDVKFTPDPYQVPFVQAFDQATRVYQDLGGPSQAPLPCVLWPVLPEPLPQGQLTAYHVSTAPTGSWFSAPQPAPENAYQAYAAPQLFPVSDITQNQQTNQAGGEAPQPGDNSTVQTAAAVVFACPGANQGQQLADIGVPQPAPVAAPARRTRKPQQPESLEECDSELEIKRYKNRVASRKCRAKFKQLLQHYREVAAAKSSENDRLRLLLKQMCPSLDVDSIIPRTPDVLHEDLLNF
EBNA-1 inhibitor – blocks EBNA-1 binding to DNA; EBNA-1 DNA binding, fluorescence polarization; AID 1950; hit rate 0.34% among 300,000; inhibition, % at 14.8 µM; in the data active = inhibition above about 28%
JMJD2C inh – human JMJD2C demethylase inhibition; Q9H3R0; GST-JMJD2C(1-420) H3K9me3 demethylation, DELFIA europium; inhibition, % at 2.35 µM; hit rate 0.069% among 330,000; AID 2099;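 active = more than half of a compound's replicate wells show inhibition beyond 50%, single wells judged on their own value; inconclusive = some, but no more than half, of replicates pass 50% inhibition; inactive = no replicate passes 50% inhibition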;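 also: signal counts dimethyl H3K9 product captured on neutravidin plate; 0% = median of DMSO wells and 100% = 0.3 times that DMSO median; strong numbers were not always called active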
Target sequence (Q9H3R0 1-420 limits assumed): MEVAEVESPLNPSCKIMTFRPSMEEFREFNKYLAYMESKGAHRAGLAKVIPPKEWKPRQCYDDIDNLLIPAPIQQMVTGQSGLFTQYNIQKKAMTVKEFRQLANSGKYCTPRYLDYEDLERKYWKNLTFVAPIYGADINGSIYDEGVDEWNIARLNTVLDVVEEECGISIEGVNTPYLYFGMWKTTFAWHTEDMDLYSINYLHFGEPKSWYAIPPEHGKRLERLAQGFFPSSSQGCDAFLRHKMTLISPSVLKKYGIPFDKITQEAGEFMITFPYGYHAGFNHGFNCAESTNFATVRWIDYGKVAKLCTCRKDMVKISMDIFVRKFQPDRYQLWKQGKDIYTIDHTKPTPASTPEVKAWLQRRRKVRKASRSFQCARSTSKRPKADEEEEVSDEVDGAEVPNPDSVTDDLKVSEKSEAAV
HCV core dimer – blocks dimerization of HCV core protein; TR-FRET GST/Flag-core106 dimerization, 1536-well; inhibition, % at 5 µM; hit rate 0.33% among 300,000; AID 1899;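 active = inhibition above the mean of all tested compounds plus 3 SD, set per screening campaign, cut at about 45% in these data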
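Assay system – GST-tagged and Flag-tagged HCV core protein residues 1-106 · Quantity – core106 proteins, GST 13.5 nM and Flag 17 nM · Benchmarks – unlabelled core106 and no-GST-core106 wells · Read-out basis – percent inhibition of core106 dimerization signal · Detection – time-resolved FRET, ex 340 nm, em 617 and 671 nm · Schedule – 4 h at 22.5 °C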
PP1 counter – blocks human PP1-alpha phosphatase, a PP5 counter-screen. hit rate 0.9% among 320,000. purified PP1alpha, OMFP fluorescence. P62136. inhibition, % at 6.7 µM;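 active = inhibition above the mean inhibition of all tested compounds plus 3 SD, computed separately for each screening campaign, cut at about 15% in these data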
Target sequence (P62136 whole entry, looked up): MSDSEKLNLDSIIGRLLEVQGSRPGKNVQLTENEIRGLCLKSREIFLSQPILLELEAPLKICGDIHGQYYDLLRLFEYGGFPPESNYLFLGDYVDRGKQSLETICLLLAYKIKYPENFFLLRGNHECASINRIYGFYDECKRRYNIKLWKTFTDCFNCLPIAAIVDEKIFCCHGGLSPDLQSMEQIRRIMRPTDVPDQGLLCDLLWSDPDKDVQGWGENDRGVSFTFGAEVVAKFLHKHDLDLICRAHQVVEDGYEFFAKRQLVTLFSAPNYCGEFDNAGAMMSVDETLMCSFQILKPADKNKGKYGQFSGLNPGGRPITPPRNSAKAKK
PP5 primary – blocks human protein phosphatase 5 activity | P53041 | purified PP5c, OMFP substrate fluorescence | inhibition, % at 6.7 µM | hit rate 0.18% among 320,000 | AID 1987;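 active = inhibition above the campaign's mean inhibition across all tested compounds plus 3 SD, cut at about 9.5% in these data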;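 also: 0% = DMSO only and 100% = 100 µM cantharidin control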
TPT1 inhibitor – inhibitors of Candida albicans tRNA 2'-phosphotransferase TPT1; recombinant caTPT1, FP RNA substrate dephosphorylation; inhibition, % at 5 µM; hit rate 0.81% among 300,000;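 active = inhibition above the mean of all tested compounds plus 3 SD, set per screening campaign, cut at about 24% in these data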;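 also: plate controls were DMSO alone for no effect and ferristatin control at 100 nM for full effect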
Fh CTSL1 inh – blocks F. hepatica cathepsin L1 in PFM18AAP counter-screen. recombinant F. hepatica cathepsin L1, Z-Leu-Arg-MCA fluorescence. inhibition, % at 5.96 µM. hit rate 0.49% among 300,000. AID 1906;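 active = inhibition above the mean of all tested compounds plus 3 SD, set per screening campaign, cut at about 17% in these data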;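 also: 0% = plate median of test compound wells and 100% = 1 µM Z-Phe-Ala-diazomethylketone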
The depositor's hits bear a star; ? = inconclusive; . = no result given.

mol,Yeast superoxide,ZTA counter,EBNA-1 inhibitor,JMJD2C inh,HCV core dimer,PP1 counter,PP5 primary,TPT1 inhibitor,Fh CTSL1 inh
COc1ccc(C2C(C#N)=C(N)OC3=C2C(=O)CC(C)(C)C3)c(OC)c1OC (configuration not stated),105,-14,7,11,0,3,-3.2,-4,4
O=C1Nc2ccccc2S/C1=C\C(=O)N1CCCC1,107,-7,-20,-2,-7,-1,1.4,0,5
CCOc1ccc(C2C(C#N)=C(N)N(N(C)C)C3=C2C(=O)CC(C)(C)C3)cc1 (configuration not stated),106,-12,4,-5,3,1,2.1,-6,1
COc1ccc(/C(N)=N/OC(=O)c2ccc(C)c([N+](=O)[O-])c2)cc1OC,94,14,8,-1,0,0,1.2,-1,-2
O=C(COc1ccccc1Br)N1CCNC1=O,105,6,.,5,.,-2,-0.5,.,.
O=S(=O)(c1cccc(F)c1)N1CCN(C(=S)NCc2ccccc2)CC1,84,-18,-9,5,-5,0,1.8,-1,4
O=c1cc(NC2CCCCCC2)[nH]c(=O)[nH]1,93,2,-2,54*,-1,-2,-4.8,1,-8
COc1ccc(CCNC(=O)Cc2nn(C)c(=O)c3ccccc23)cc1OC,98,3,3,1,2,-8,2.6,-4,4
CCOC(=O)C1(Cc2cccc(Cl)c2)CCCN(C(=O)c2cn[nH]c2)C1 (configuration not stated),110,4,6,8,-10,-1,4.7,2,1
Cc1nn(C)c(C(=O)NC(=S)Nc2ccccc2O)c1Cl,98,-2,2,6,-8,0,1.5,1,2
CCc1ccc(OCc2nnc(SCCN3CCOCC3)n2C)cc1,102,9,-8,5,0,-1,2.4,0,-3
Cc1cc(NC(=O)COC(=O)c2cccc(S(=O)(=O)N3CCOCC3)c2)no1,100,-2,-10,-42,-8,2,1.6,5,-13
N#Cc1c(-c2cccs2)cc(C2CC2)nc1SCC(N)=O,105,0,36*,7,9,-3,1.3,-3,6
N#Cc1sc2nc(-c3cccs3)cc(-c3ccc(F)cc3)c2c1N,99,15,13,0,-17,-1,-0.2,4,-1
COc1cccc(/C=N/NC(=O)C(=O)NCc2cccnc2)c1,118,1,-4,8,4,1,3.0,1,-1

Ordered by molecular weight (rising): 13 of the compounds above.
mol,Yeast superoxide,ZTA counter,EBNA-1 inhibitor,JMJD2C inh,HCV core dimer,PP1 counter,PP5 primary,TPT1 inhibitor,Fh CTSL1 inh
O=c1cc(NC2CCCCCC2)[nH]c(=O)[nH]1,93,2,-2,54*,-1,-2,-4.8,1,-8
O=C1Nc2ccccc2S/C1=C\C(=O)N1CCCC1,107,-7,-20,-2,-7,-1,1.4,0,5
O=C(COc1ccccc1Br)N1CCNC1=O,105,6,.,5,.,-2,-0.5,.,.
COc1cccc(/C=N/NC(=O)C(=O)NCc2cccnc2)c1,118,1,-4,8,4,1,3.0,1,-1
Cc1nn(C)c(C(=O)NC(=S)Nc2ccccc2O)c1Cl,98,-2,2,6,-8,0,1.5,1,2
N#Cc1sc2nc(-c3cccs3)cc(-c3ccc(F)cc3)c2c1N,99,15,13,0,-17,-1,-0.2,4,-1
CCc1ccc(OCc2nnc(SCCN3CCOCC3)n2C)cc1,102,9,-8,5,0,-1,2.4,0,-3
CCOC(=O)C1(Cc2cccc(Cl)c2)CCCN(C(=O)c2cn[nH]c2)C1 (configuration not stated),110,4,6,8,-10,-1,4.7,2,1
CCOc1ccc(C2C(C#N)=C(N)N(N(C)C)C3=C2C(=O)CC(C)(C)C3)cc1 (configuration not stated),106,-12,4,-5,3,1,2.1,-6,1
COc1ccc(CCNC(=O)Cc2nn(C)c(=O)c3ccccc23)cc1OC,98,3,3,1,2,-8,2.6,-4,4
COc1ccc(C2C(C#N)=C(N)OC3=C2C(=O)CC(C)(C)C3)c(OC)c1OC (configuration not stated),105,-14,7,11,0,3,-3.2,-4,4
O=S(=O)(c1cccc(F)c1)N1CCN(C(=S)NCc2ccccc2)CC1,84,-18,-9,5,-5,0,1.8,-1,4
Cc1cc(NC(=O)COC(=O)c2cccc(S(=O)(=O)N3CCOCC3)c2)no1,100,-2,-10,-42,-8,2,1.6,5,-13

Next section:
mol,Yeast superoxide,ZTA counter,EBNA-1 inhibitor,JMJD2C inh,HCV core dimer,PP1 counter,PP5 primary,TPT1 inhibitor,Fh CTSL1 inh
CN(CC(=O)Nc1ccc(Cl)c(C(F)(F)F)c1)C(=O)C1CCC1,110,-11,-7,20,-1,-3,2.4,-1,-5
O=[N+]([O-])c1ccc(NNC(=S)Nc2ccc(F)cc2)cc1,80,-3,15,5,7,1,4.3,2,-1
CCCC(=O)NC(C)C(c1cccs1)N1CCN(C)CC1 (configuration not stated),86,1,-2,-1,1,-1,-2.5,2,1
O=C(NC1CCCCC1)NC1CC2CCCC(C1)N2C1CCCC1 (configuration not stated),114,13,0,7,2,-2,1.5,-1,2
O=S(=O)(NC(=S)c1ccccc1)c1ccccc1,105,4,3,-39,-5,2,0.7,-4,3
CC(NC(=O)c1ccccc1)C(=O)N/N=C/c1ccccc1 (configuration not stated),95,17,-2,3,-1,-4,-1.8,3,-5
Cn1c(N)c(C(=O)COC(=O)CSc2ccc(Cl)cc2)c(=O)n(C)c1=O,131,-2,-2,7,1,-2,0.7,0,-22
Cc1cccc(-c2n[nH]c(=S)n2/N=C/c2cccs2)c1,96,0,-6,-6,-3,-3,0.4,0,2
CCCC(=O)c1ccc(N2CCN(C(=O)c3ccccc3)CC2)c(F)c1,104,-12,-2,.,5,-2,1.1,-5,2
CC(NC(=O)/C(C#N)=C/c1ccc([N+](=O)[O-])o1)c1ccccc1 (configuration not stated),98,7,-10,-17,3,-1,-2.3,23,4
COc1cccc(N2CCN(C(=O)CCc3nnc4ccc(N5CCOCC5)nn34)CC2)c1,106,3,-3,0,5,-4,0.0,-3,-5
Cc1cc(C)nc(SCc2ccc(Cl)cc2)n1,93,-9,1,2,-5,0,2.1,-3,-4
CCn1c2ccccc2c2cc(NC(=O)c3ccc(=O)oc3)ccc21,94,7,-2,4,15,3,1.4,63*,4
CC1=C(C(=O)OCCOC(C)C)C(c2cc3c(cc2Br)OCO3)CC(=O)N1 (configuration not stated),103,5,-16,3,-4,-2,-0.8,4,-1
N#CC(Cc1ccc(OC(F)F)cc1)c1nc2ccccc2[nH]1 (configuration not stated),98,5,0,0,0,-5,-0.2,0,-3
CCOc1ccc2ccccc2c1/C=N/NC(=O)CNC(=O)c1ccccc1F,84,-14,14,-125,1,0,5.5,-1,1
Cc1ccc(C(=O)Cn2c(N3CCOCC3)nc3c2c(=O)n(C)c(=O)n3C)cc1,101,-9,-7,2,-1,-13,-0.9,1,7
CCn1c(C)nc2cc(C(=O)NNC(=S)Nc3ccc(F)cc3)ccc21,82,6,0,6,-1,-3,1.7,1,2
CCNC(=S)N1CCN(c2ccccc2OCC)CC1,101,-13,-5,1,-6,0,3.0,2,6
Cc1cc(C)n2nc(C(=O)NCc3ccccc3)cc2n1,243,-1,2,?,-1,-4,2.5,0,-3
C[C@@H]1CCC[C@@]2(O[C@@H](CCO)C[C@@H](O)[C@@H]2O)O1,111,15,5,9,7,-4,1.8,2,-1
ClC(Br)=C(n1cnc2ccccc21)n1cnc2ccccc21,114,7,5,-1,0,-2,1.8,-4,1
O=Cc1ccc(-c2nc3ccccc3s2)o1,73,0,6,6,6,-2,2.6,6,1
Fc1ccc(NC(=S)N2CCSC2c2cccs2)cc1 (configuration not stated),90,-14,-3,-4,0,-1,0.9,-1,2
CCOc1ccccc1CN1CCCC(CNC(=O)Cc2ccc(OC)cc2)C1 (configuration not stated),106,-8,-6,-2,-6,-1,1.4,-3,-4
Cc1ccc(S(=O)(=O)CCc2nnc(NC(=O)c3cccs3)s2)cc1,105,2,-3,33,-4,0,0.1,7,0
CNC(=O)Cc1csc2ccc(Cl)cc12,95,-2,7,-5,-3,-2,-1.9,3,-2
COc1ccc(C(=O)NCCN2CCN(C(=O)c3ccc(OC)cc3)CC2)cc1,76,-10,9,-16,3,-2,0.2,-2,2
CCN(CC)CC(=O)NCC1(c2ccccc2)CCCC1,98,-8,-3,13,-4,-7,-2.6,4,-1
CCC(C)NC(=O)c1ccc2c(SCC(=O)O)c3c(nc2c1)CCCC3 (configuration not stated),103,-2,1,8,7,2,2.7,1,1
Cc1cc(C)nc(NC2=NCC(=O)N2c2cc(Cl)cc(Cl)c2)n1,83,-16,2,12,-2,-1,0.9,-1,0
Cc1ccc(C(=O)Nc2cnc3ccccc3c2)cc1,95,-9,-6,-10,-2,-3,-0.1,2,3
CCOc1ccccc1NC(=O)N1CCCC(c2nc3c(nnn3Cc3ccc(C)cc3)c(=O)[nH]2)C1 (configuration not stated),99,-2,-11,-17,11,0,1.6,-1,-1
Oc1ccc(-c2cn3c(n2)SCC3)cc1O,91,4,1,0,-18,4,-1.7,1,-9
O=C1CCCCC(=O)c2ccccc2N1,102,1,-3,11,2,-3,1.7,-2,-4
O=C(CCCn1ncn2c(cc3occc32)c1=O)NCc1cccc(Cl)c1,132,5,-17,-5,5,-5,-3.1,1,-10
c1ccc2c(Cn3ccnc3)c[nH]c2c1,96,4,12,7,2,2,1.7,-2,0
COc1ccc(NC(=O)c2ccc3c(c2)OCO3)cc1Cl,85,-3,4,23,5,-4,1.2,4,3
CC(=O)c1c(C)[nH]c(C(=O)C(C)Sc2nnc(NC3CC3)s2)c1C (configuration not stated),114,-11,.,4,.,-6,0.2,.,.
NS(=O)(=O)c1ccc(N/N=C/C=C/c2ccccc2[N+](=O)[O-])cc1,98,9,-8,-1,-11,1,1.8,-1,0
Cc1csc(NC(=O)CSc2nc3sc(C)c(C)c3c(=O)[nH]2)n1,95,4,53*,22,10,15,0.2,12,4
COc1ccc(CN2CCOCCOCCOCCOCC2)cc1,102,4,3,-5,1,-3,7.7,-1,-2
Cc1occc1C(=O)NNC(=S)NCc1ccc(Cl)cc1,102,9,-1,11,-1,-1,-0.6,-2,1
Cn1cc(CC(=O)N2CCN(c3ccccc3F)CC2)c2ccccc21,104,5,2,-1,4,-1,4.1,4,-3
CCN(CC)C(=O)c1cc2c(=O)n3cccc(C)c3nc2s1,101,7,7,3,5,3,-0.1,1,6
CCCCn1c(-c2ccco2)n[nH]c1=S,113,-13,-6,5,-1,-1,1.7,-1,1
CCOc1ccc(CNC(=O)Cn2c(=O)c3cccn3c3ccccc32)cc1,128,2,14,11,10,-3,-0.2,0,3
CCC(NC(=O)C1C2C=CC(C2)C1C(=O)O)c1ccc(C)cc1 (configuration not stated),97,-15,-4,2,-4,-1,2.7,4,-10
O=C(COC(=O)/C=C/c1ccc2c(c1)OCO2)NCc1ccccc1,139,-2,.,.,.,-4,-4.6,.,.
O=C(COC(=O)c1ccc(S(=O)(=O)N2CCCC2)cc1)Nc1cccc(Br)c1,88,-9,.,-2,.,0,2.2,.,.
CCOC1=CC(=O)N(Cc2ccccc2)C1,91,3,2,4,-4,-1,-1.4,-5,2

Assay outcomes deposited in PubChem by several laboratories.
